High-throughput results from PubChem.
Rev-erbA mod = modulators of Rev-erb alpha DNA binding, primary screen, biochemical, FITC-DNA, fluorescence polarization, uHTS; Rev-erbα–FITC-DNA binding, 90 min; activity, % at 10 µM; 0.79% of 370,000 active;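 active = activity above about 14%, limit read from the data; passing the limit was not always enough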;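 also: 0% = DMSO wells with 35 nM protein and 100% = DMSO wells with 750 nM protein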
Target sequence (P20393 whole entry, looked up): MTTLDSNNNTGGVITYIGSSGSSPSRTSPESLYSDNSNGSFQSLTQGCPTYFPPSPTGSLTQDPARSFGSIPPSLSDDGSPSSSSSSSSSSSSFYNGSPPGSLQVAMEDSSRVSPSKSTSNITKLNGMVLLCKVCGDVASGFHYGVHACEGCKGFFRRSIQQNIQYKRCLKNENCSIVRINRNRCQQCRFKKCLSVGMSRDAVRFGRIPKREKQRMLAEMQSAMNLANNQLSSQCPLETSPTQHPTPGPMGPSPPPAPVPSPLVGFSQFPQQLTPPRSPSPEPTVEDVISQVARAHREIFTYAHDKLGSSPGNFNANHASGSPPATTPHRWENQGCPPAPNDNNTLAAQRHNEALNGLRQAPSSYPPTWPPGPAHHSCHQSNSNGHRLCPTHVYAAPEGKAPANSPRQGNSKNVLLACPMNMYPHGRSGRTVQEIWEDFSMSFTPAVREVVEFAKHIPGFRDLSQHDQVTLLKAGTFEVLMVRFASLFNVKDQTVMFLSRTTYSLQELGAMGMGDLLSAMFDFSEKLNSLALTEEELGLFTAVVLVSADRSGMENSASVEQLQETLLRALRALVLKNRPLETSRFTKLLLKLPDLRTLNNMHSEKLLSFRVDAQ
HTRA1 inhibitor = HTRA1 serine protease inhibitors, primary screen, biochemical, fluorescence polarization, HTS | Q92743 | recombinant HTRA1, FP-rhodamine activity-based probe | inhibition, % at 5.96 µM | 0.5% of 340,000 active; in the data active = inhibition above about 36%;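 also: 0% = enzyme with DMSO and 100% = wells lacking enzyme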
ARFGAP1 inhibitor = inhibitors of rat ARFGAP1 GAP activity, primary screen, biochemical, fluorescence polarization, GDP tracer; ADP-ribosylation factor GTPase-activating protein 1 (Rattus norvegicus), Q62848; Arfgap1-stimulated ARF1 GTP hydrolysis, GDP FP detection; inhibition, % at 16.5 µM; 0.26% of 360,000 active;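 active = inhibition above a per-plate limit, mean inhibition of low control wells plus 3 SD, cut at about 25% in these data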;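 also: 0% = DMSO wells with enzyme and 100% = wells lacking Arfgap1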
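Replicates: Single well per compound | Assay system: Truncated rat Arfgap1 GAP domain | Control set: No-Arfgap1 wells (100%) versus DMSO full-reaction wells (0%) | Times: Enzyme reaction 120 min at 25 °C after 20 min preincubation | Reagent: Human ARF1(Δ1-17)-GTP substrate | Measured by: Tracer-displacement fluorescence polarization with EDTA stop, 620/688 nm | Measure: Percent inhibition of Arfgap1-stimulated GTP hydrolysis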
ABHD4 inh = ABHD4 inhibitors, primary screen, biochemical, fluorescence polarization, mouse; (Lyso)-N-acylphosphatidylethanolamine lipase (Mus musculus), Q8VD66; purified mABHD4, FP-Rh probe fluorescence polarization; inhibition, % at 8.92 µM; 0.54% of 370,000 active; AID 720543, 2013;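 active = inhibition exceeding the mean over every tested compound plus 3 SD, cut at about 30% in these data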;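 also: 0% = plate median of compound wells and 100% = S159A mutant with DMSO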
Target sequence (Q8VD66 whole entry, looked up): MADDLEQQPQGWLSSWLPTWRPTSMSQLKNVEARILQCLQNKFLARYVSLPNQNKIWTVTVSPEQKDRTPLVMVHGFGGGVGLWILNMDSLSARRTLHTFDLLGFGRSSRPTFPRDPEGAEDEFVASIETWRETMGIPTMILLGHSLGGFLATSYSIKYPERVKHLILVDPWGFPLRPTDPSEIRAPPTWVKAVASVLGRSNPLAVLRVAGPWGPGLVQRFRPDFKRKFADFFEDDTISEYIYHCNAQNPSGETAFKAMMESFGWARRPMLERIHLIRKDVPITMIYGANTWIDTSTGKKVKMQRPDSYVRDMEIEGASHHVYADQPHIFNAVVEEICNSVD
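System: mouse ABHD4 enzyme, wild type / Medium: HEPES pH 7.0, NaCl, Pluronic buffer / Reagent: FP-Rh activity-based fluorescent probe / Control set: S159A mutant high control, sample median low control / Detection: fluorescence polarization with parallel and perpendicular emission, 525/598 nm / Schedule: 45 min + 60 min at 25 °C / Compound dosing: 8.92 µM, single dose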
SMARCA2 activ = SMARCA2 (BRM) function activators, primary screen, cell-based, luminescence, high throughput; MG213 cells, MMTV-luciferase reporter, dexamethasone, overnight; activation, % at 9.1 µM; 1% of 370,000 active; AID 652017, 2013; in the data active = activation above about 7.8%;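 also: 0% = vehicle wells and 100% = reference activator wells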
NPR2 activator = human GC-B receptor activators, primary screen, HEK293 GC-B cells, cGMP TR-FRET, EC30 CNP; Atrial natriuretic peptide receptor 2 (Homo sapiens), P20594; 0% at EC30 CNP, 100% saturating CNP; activation, % at 10 µM; 0.11% of 370,000 active;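 active = activation at 10 µM reaching about 35% in either raw or pattern-adjusted values, limit read from the data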
rCAG RNA binder = binders of r(CAG) RNA repeats, primary screen, biochemical, fluorescence; r(CAG) RNA repeat, TO-PRO-1 dye displacement fluorescence; 1.3% of 370,000 active; inhibition, % at 3 µM; AID 651821, 2012;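 active = inhibition above the plate cutoff, the mean of all test compounds on that plate plus 3 SD, cut at about 35% in these data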;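 also: 0% = DMSO alone and 100% = 100 µM mitoxantrone as full dye displacement; higher means more dye released from RNA so lower well fluorescence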
NPR1 activator = GC-A stimulated cGMP production enhancers – HEK293 GC-A cells, cGMP TR-FRET, EC30 ANP, primary screen; Atrial natriuretic peptide receptor 1 (Homo sapiens), P16066; 0% at EC30 ANP, 100% saturating ANP; activation, % at 10 µM; 0.14% of 370,000 active; in the data active = activation above about 40%
PG9 Ab binder = binders of HIV-1 gp120 antibody PG9, primary screen, biochemical, TR-FRET | 0.43% of 360,000 active | inhibition, % at 6.7 µM | TR-FRET gp120-PG9 antibody binding; in the data active = inhibition above about 8.5%
ASAP1 GAP inh = inhibitors of human ASAP1 ArfGAP activity, primary screen, biochemical, fluorescence polarization. inhibition, % at 16.5 µM. 0.19% of 360,000 active. AID 624377, 2012. Arf-GAP with SH3 domain, ANK repeat and PH domain-containing protein 1 (Homo sapiens), …. ASAP1-stimulated ARF1 GTP hydrolysis, GDP FP detection; in the data active = inhibition above about 25%;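 also: 0% = vehicle with enzyme and substrate and 100% = no enzyme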
The depositor's hits bear a star; · = not tested or not shown.

entry	canonical_smiles	Rev-erbA mod	HTRA1 inhibitor	ARFGAP1 inhibitor	ABHD4 inh	SMARCA2 activ
1	COc1cc2c(cc1OC)CN(C(=O)c1ccc([N+](=O)[O-])o1)CC2	2.7	0.9	0.6	-0.5	-0.6
2	CCN(CC)CCN(C(=O)c1ccc2c(c1)CCCC2)c1nc2c(C)cccc2s1	2.5	-17.9	4.7	9.5	-2.8
3	CCOC(=O)c1ccc(Oc2nc(NC)nc(Nc3ccccc3)n2)cc1	-2.1	-31.5	2.9	-5.5	-1.4
4	Cc1occc1C(=O)NNC(=O)NC12CC3CC(CC(C3)C1)C2	5.0	2.8	11.3	-7.6	4.0
5	C/C(=N\OC(=O)c1ccccc1)c1cc(-c2ccc(Cl)cc2)no1	1.4	6.0	11.2	-16.2	2.2
6	C=C(C1=CCN(S(=O)(=O)C(C)(C)C)[C@@H]1CCO)c1ccccc1	-1.2	3.5	3.3	2.7	-0.6
7	COc1ccc(S(=O)(=O)N2CCCOC2CNC(=O)C(=O)NC2CCCC2)cc1 (stereo unspecified)	-6.5	-1.5	4.3	2.5	-3.0
8	CC(=O)Nc1ccc(S(=O)(=O)NCC(=O)NC(C)c2ccc(S(N)(=O)=O)cc2)cc1 (stereo unspecified)	-0.3	-1.6	-8.5	-2.9	-4.0
9	O=C(CN1C(=O)COc2ccc(S(=O)(=O)N3CCCCC3)cc21)NCc1ccc(F)cc1	-3.6	3.0	0.1	3.1	-1.6
10	CCCN(C(=O)CCl)C1=CCCCC1	-0.1	3.5	-0.9	3.2	0.2

entry	NPR2 activator	rCAG RNA binder	NPR1 activator	PG9 Ab binder	ASAP1 GAP inh
1	0.8	6.9	-2.7	0.3	3.0
2	-2.4	-2.8	1.6	0.6	-14.1
3	-7.9	1.4	-0.9	-0.4	13.2
4	3.8	-2.6	-1.7	-1.5	-4.0
5	5.1	3.1	4.3	-0.6	1.5
6	-0.8	4.8	4.3	2.1	-1.1
7	1.2	-0.5	-0.8	0.9	-6.0
8	3.9	3.6	-1.8	0.7	-2.0
9	3.5	0.0	5.3	-1.0	-9.0
10	-1.1	-3.5	-0.4	-0.6	0.7

(continued)
entry	canonical_smiles	Rev-erbA mod	HTRA1 inhibitor	ARFGAP1 inhibitor	ABHD4 inh	SMARCA2 activ
11	CCOc1ccc(-n2cnnn2)cc1S(=O)(=O)Nc1c(C)cccc1C	4.2	-3.3	-2.5	1.4	-0.8
12	NC(=O)NCc1ccc(F)cc1	0.2	0.1	2.9	-9.4	3.0
13	CCOc1ccc(S(=O)(=O)Nc2nc3ccccc3nc2N2CCN(C)CC2)cc1	-0.7	5.8	9.0	-2.6	2.1
14	Cc1nc2ccc(NC(=O)Cc3ccc4c(c3)OCCO4)cc2s1	-2.3	-0.1	2.5	-2.5	-2.5
15	CC(C)c1ccc(CC(NC(=O)c2ccccc2)C(=O)NCC(=O)O)cc1 (stereo unspecified)	2.1	1.3	-11.3	-4.7	-3.1
16	Cc1ccccc1NCC(=O)c1ccc(Br)cc1	-10.3	-3.8	6.1	4.1	5.1
17	O=c1c2ccccc2nnn1CSc1ccccc1	-0.2	0.8	24.5	-3.9	7.0
18	COc1ccc(-c2csc3[nH]c(=S)n(-c4ccccc4)c(=O)c23)cc1OC	9.1	6.4	-2.2	-4.2	0.1
19	CC(C)C(=O)N1CCC1(C)C(=O)Nc1ccc2cn[nH]c2c1 (stereo unspecified)	4.0	·	-4.2	-8.8	-2.2
20	COc1cc(NC(=O)SC2=NCCS2)cc(OC)c1	-1.1	-0.9	5.9	2.1	-3.3

entry	NPR2 activator	rCAG RNA binder	NPR1 activator	PG9 Ab binder	ASAP1 GAP inh
11	5.0	-1.7	5.4	0.3	3.1
12	2.0	-2.7	1.4	-1.2	-2.6
13	1.4	15.3	1.1	0.1	0.4
14	2.6	4.9	2.3	0.7	-4.0
15	1.6	4.0	-0.8	0.3	-2.5
16	0.3	1.4	4.3	0.4	5.1
17	2.5	1.4	4.1	-2.2	7.4
18	-8.3	12.0	0.7	1.9	1.7
19	-1.9	3.0	-0.9	-2.7	-3.7
20	-7.7	2.1	-0.8	0.4	1.1

Further entries
entry	canonical_smiles	Rev-erbA mod	HTRA1 inhibitor	ARFGAP1 inhibitor	ABHD4 inh	SMARCA2 activ
21	c1ccc(N2CCN(c3cccc(-c4cc5ccccc5s4)n3)CC2)nc1	-8.4	·	10.7	2.0	1.7
22	COc1ccc(C(=O)O/N=C2\C(=O)N(C)c3ccccc32)cc1	-3.0	2.2	-3.2	4.3	-3.5
23	Cc1ccc(S(=O)(=O)N(C)C)cc1NC(=O)COC(=O)c1ccc2c(c1)OCCO2	5.8	-13.5	-1.8	-3.4	-2.7
24	C=CCN(C(=O)CN1CCOCC1)c1nc(C)c(-c2ccccc2)s1	0.4	-6.8	-2.6	3.1	1.8
25	COc1ccc(CCNC(=O)c2cnccn2)cc1	5.7	2.0	-4.7	4.3	-3.0
26	Cc1sc2nnn(CC(=O)N3CCN(C(=O)c4ccco4)CC3)c(=O)c2c1C	-2.9	-2.1	-6.7	-4.0	3.2
27	COc1ccc(-c2cc3ccc(OCC(C)=O)cc3oc2=O)cc1	-4.7	-2.3	0.8	-5.6	4.9
28	COC(=O)c1ccccc1NC(=O)Cn1cnc2ccc(S(=O)(=O)N3CCC(C)CC3)cc2c1=O	3.5	2.6	9.3	-2.3	-1.3
29	O=C(CCNC(=O)c1ccc(Br)cc1)NCc1ccccc1F	-1.8	-7.0	18.9	1.3	-0.6
30	COc1ccccc1NC(=O)c1cc2cc(Br)ccc2cc1O	0.3	26.4	4.2	1.5	-8.3

entry	NPR2 activator	rCAG RNA binder	NPR1 activator	PG9 Ab binder	ASAP1 GAP inh
21	5.9	3.7	2.8	-0.7	-5.6
22	-3.0	-0.7	3.0	-0.1	0.0
23	-1.4	-3.3	-4.7	0.3	-4.7
24	-6.5	0.0	1.1	0.8	-1.7
25	3.8	2.7	-0.2	-1.8	-0.2
26	1.3	14.8	0.3	-0.6	-1.3
27	-7.0	5.3	13.2	1.0	-16.9
28	-0.5	0.5	6.3	-1.7	-6.7
29	-2.6	-5.4	3.4	0.4	-4.3
30	6.1	71.5*	9.9	0.8	10.4

Reprinted from the part before: 2 entries, followed by the next part.
entry	canonical_smiles	Rev-erbA mod	HTRA1 inhibitor	ARFGAP1 inhibitor	ABHD4 inh	SMARCA2 activ
29	O=C(CCNC(=O)c1ccc(Br)cc1)NCc1ccccc1F	-1.8	-7.0	18.9	1.3	-0.6
30	COc1ccccc1NC(=O)c1cc2cc(Br)ccc2cc1O	0.3	26.4	4.2	1.5	-8.3
31	CCOC(=O)C1CCCN(C2CC(=O)N(c3ccc(NC(C)=O)cc3)C2=O)C1 (stereo unspecified)	9.7	3.2	8.3	-9.1	-0.2
32	Cc1ccc2c(c1)C(O)(c1c(C)[nH]c3ccccc13)C(=O)N2 (stereo unspecified)	-2.8	6.1	1.8	5.2	-1.2
33	COC(=O)CNc1n[nH]c(=S)[nH]c1=O	7.3	-3.7	-12.2	-0.7	-1.0
34	CC(C)(C)OC(=O)NCCc1n[nH]c(=S)o1	6.5	·	7.3	-5.0	5.0
35	Cc1noc(C)c1S(=O)(=O)N(C)C[C@H]1Oc2ccc(NC(=O)Cc3ccccc3)cc2C(=O)N([C@H](C)CO)C[C@@H]1C	-7.7	-21.1	-2.3	1.4	1.9
36	N/C(=N\OC(=O)c1ccc(Cl)c(Cl)c1)c1ccccn1	-3.7	-6.8	-11.0	-4.4	7.5
37	CCn1cc(C(=O)NCC(C)C)c(=O)c2cc(F)c(N3CCN(C(=O)c4ccco4)CC3)cc21	-5.6	-1.7	3.7	-1.4	-3.2
38	CN(CC(=O)N1CCOCC1)S(=O)(=O)c1ccc2ccccc2c1	1.4	-0.5	3.0	-1.9	4.6
39	CCCn1c(=O)c2[nH]cnc2n(-c2ccccc2C)c1=O	0.6	6.1	-8.0	5.2	0.1
40	N#Cc1cn(CCOC(=O)c2cccc(C(F)(F)F)c2)c(=O)[nH]c1=O	-1.3	-3.9	-6.6	-2.5	-1.3
41	O=C(COC(=O)c1cc(Cl)ccc1O)Nc1ccccc1C(=O)NC1CC1	-1.5	-6.9	0.0	-3.3	-1.9
42	Cc1ccc(S(=O)(=O)N2[C@@H](c3ccccc3F)C(C(=O)O)=CC[C@H]2c2ccc(C(C)C)cc2)cc1	-2.9	-53.3	-5.4	32.8*	0.0

entry	NPR2 activator	rCAG RNA binder	NPR1 activator	PG9 Ab binder	ASAP1 GAP inh
29	-2.6	-5.4	3.4	0.4	-4.3
30	6.1	71.5*	9.9	0.8	10.4
31	-2.0	-1.6	-1.5	-2.7	2.2
32	-4.7	1.9	-20.0	0.0	-7.5
33	-7.7	-1.0	1.6	3.2	-3.4
34	1.7	-2.0	1.4	0.8	18.2
35	2.4	19.3	0.0	0.3	-4.7
36	-1.0	1.9	4.0	1.2	-1.9
37	0.1	0.8	0.2	0.0	-7.1
38	0.1	-1.1	-8.1	0.6	-3.8
39	1.2	6.2	2.2	-1.4	-8.6
40	-6.4	1.0	-0.9	1.7	-2.6
41	-8.7	0.9	-5.9	-3.1	-10.7
42	-3.9	76.8*	-1.0	-0.6	-12.6
